# Screens from PubChem.
# eIF4E-4G inh – eIF4E/eIF4G interaction inhibition in translation initiation; P63073+Q04637; TR-FRET eIF4E-eIF4GI(517-606) binding, 2 h; inhibition, % at 21.7 µM; hit rate 0.37% among 220,000; AID 782;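 active = inhibition above about 30%, limit read from the data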;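 also: 0% = full FRET control wells and 100% = background wells lacking eIF4GI fragment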
# S1P4 ag – activates the human S1P4 receptor; S1P4-expressing cell line, agonist reporter assay; activation, % at 4.98 µM; hit rate 0.35% among 220,000; in the data active = activation above about 11%;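 also: 0% = DMSO vehicle and 100% = reference agonist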
# PGE2 EP2 inh – blocks the human prostaglandin E2 receptor EP2; P43116; C6 glioma cells expressing human EP2, cAMP TR-FRET; cells stimulated with saturating PGE2; hit rate 0.52% among 260,000; inhibition, % at 25 µM; AID 1422;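 active = percent inhibition above 40 after rounding to a whole number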;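 also: rat C6 glioma host cells with rolipram phosphodiesterase inhibitor present; the protocol text gives 20 µM as final concentration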
# Target sequence (P43116 whole entry, looked up): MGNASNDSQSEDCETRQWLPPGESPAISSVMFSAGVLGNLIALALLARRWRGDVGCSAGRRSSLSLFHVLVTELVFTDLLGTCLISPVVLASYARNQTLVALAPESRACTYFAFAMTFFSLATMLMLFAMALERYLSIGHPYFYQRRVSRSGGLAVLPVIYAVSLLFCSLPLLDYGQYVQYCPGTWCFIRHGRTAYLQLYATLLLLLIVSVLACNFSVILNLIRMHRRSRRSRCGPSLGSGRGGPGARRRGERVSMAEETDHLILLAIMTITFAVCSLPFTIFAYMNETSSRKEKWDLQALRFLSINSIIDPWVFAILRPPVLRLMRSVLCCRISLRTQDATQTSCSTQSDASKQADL
# p97 inhibitor – inhibitors of human p97 ATPase. P55072. recombinant p97 ATPase, Kinase-Glo ATP luminescence, 3 h. inhibition, % at 8 µM. hit rate 0.42% among 220,000. AID 1481; in the data active = inhibition above about 15%;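 also: 0% = DMSO vehicle and 100% = wells lacking enzyme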
# NPY Y1 blocker – NPY-Y1 (human) receptor antagonism; P25929; HEK293-CNG Y1 cells, membrane potential fluorescence; NPY at EC95, then isoproterenol; inhibition, % at 3.6 µM; hit rate 1% among 200,000; AID 1040;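 active = inhibition above the campaign mean inhibition of all tested compounds plus 3 SD, cut at about 20% in these data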;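 also: 0% = DMSO wells given NPY plus isoproterenol and 100% = isoproterenol alone without NPY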
#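 material = HEK293 cells with Y1 receptor plus CNG channel | also added = NPY 25 nM then isoproterenol 1 µM plus Ro 20-1724 25 µM | schedule = dye 3 h, compound 60 min room temperature, stimulation 45 min | measured by = membrane potential fluorescence | benchmarks = high control isoproterenol alone, low control NPY with isoproterenol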
# NPY1 pot ag – potentiators or agonists of human neuropeptide Y receptor Y1 | P25929 | NPY-Y1 expressing cells, potentiator/agonist activation | activation, % at 3.6 µM | hit rate 0.37% among 220,000 | AID 1304; in the data active = activation above about 33%, passing the limit was not always enough;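 also: cells stimulated with NPY at EC10 then isoproterenol at EC100; 0% = low agonist plus stimulus and 100% = saturating agonist plus stimulus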
# NPY2 pot ag – potentiates or activates human NPY-Y2 receptor; P49146; activation, % at 3.6 µM; AID 1359; cells expressing NPY-Y2, potentiator/agonist read-out; hit rate 0.45% among 220,000; in the data active = activation above about 27%;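 also: cells stimulated with NPY near EC25 plus isoproterenol at EC100; 0% = vehicle plus submaximal agonist and 100% = vehicle plus saturating agonist; some results beyond the cut were filed as inactive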
# Target sequence (P49146 whole entry, looked up): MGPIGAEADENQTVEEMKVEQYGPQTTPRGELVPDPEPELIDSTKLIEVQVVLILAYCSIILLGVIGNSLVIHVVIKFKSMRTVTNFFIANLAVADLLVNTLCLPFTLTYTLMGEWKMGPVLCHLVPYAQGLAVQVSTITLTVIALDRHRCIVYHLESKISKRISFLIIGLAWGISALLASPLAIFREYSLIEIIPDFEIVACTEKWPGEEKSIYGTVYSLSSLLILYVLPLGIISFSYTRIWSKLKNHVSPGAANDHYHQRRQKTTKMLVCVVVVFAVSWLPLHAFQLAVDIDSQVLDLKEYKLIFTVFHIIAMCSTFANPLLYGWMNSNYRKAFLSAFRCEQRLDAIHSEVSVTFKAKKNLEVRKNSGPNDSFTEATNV
# EP2 mod – modulators of human EP2 prostaglandin E2 receptor; induction, % at 25 µM; hit rate 0.83% among 260,000; P43116; EP2-expressing cells, cAMP HTRF FRET, PGE2 co-stimulation;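 active = compounds whose cAMP rise, as percent of the full-agonist control response, exceeds 60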;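 also: rat C6 glioma line stably carrying human EP2 under a CMV promoter; the protocol text gives 20 µM as final concentration; 100% = response of wells given 1 µM PGE2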
# S1P4 antagonist – antagonists of human S1P4 receptor | AID 1510 | inhibition, % at 4.98 µM | hit rate 0.26% among 220,000 | S1P4-expressing cells, antagonist mode, reporter read-out; in the data active = inhibition above about 29%;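 also: 0% = wells stimulated with agonist and 100% = vehicle wells without agonist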
# Numbers without * were called inactive; x = not tested or not shown; & = joins results of further samples; ! = not confirmed by another sample; [ ] = dose if it differs, or a comment.
structure	eIF4E-4G inh	S1P4 ag	PGE2 EP2 inh	p97 inhibitor	NPY Y1 blocker	NPY1 pot ag	NPY2 pot ag	EP2 mod	S1P4 antagonist
CCOC(=O)c1c(NC(=O)CSc2nnc3c(n2)[nH]c2ccc(F)cc23)sc(C(C)=O)c1C	-13.1	-0.4	6.1	-1.8	4.6	16.8	1.8	-10.4	-1.8
O=C(C1CCC(=O)N1Cc1ccccc1Cl)N1CCN(c2ccc(F)cc2)CC1 (stereo unspecified)	3.7	2.6	19.4	-7.0	-5.6	-6.8	-0.1	-48.9	-4.5
COc1cc2sc(C)nc2cc1C	-0.4	2.2	12.0	7.9	2.1	-5.8	3.5	9.5	-7.3
N#Cc1c(-c2ccccc2)cc(-c2ccccc2)nc1SCc1nnc(-c2ccccc2)o1	-1.4	0.8	6.0	0.8	12.0	-6.1	7.0	22.3	-21.3
CCOc1ccc(NC(=S)N2CCC(N(C)CCN3CCOCC3)CC2)cc1	-1.2	-0.9	11.9	5.0	1.0	-19.5	8.1	2.5	-7.8
COc1ccccc1NC(=O)CCC(=O)OCc1cccc([N+](=O)[O-])c1	1.1	2.4	6.2	2.7	-1.0	-14.6	8.6	16.6	1.3
CCN(c1ccccc1)S(=O)(=O)c1ccc(NC(=O)c2ccco2)cc1	0.5	0.5	12.1	-2.5	-6.1	1.9	-19.2	-16.4	7.8
COc1cc(N=Nc2cccc(S(N)(=O)=O)c2)c2ccccc2c1N	9.3	-0.5	79.3*!	12.2	x	60.5*	51.8*	-50.8&-26.2	-10.2
O=[N+]([O-])c1ccc2c(c1)nc1n2CCN(CC2CCCO2)C1 (stereo unspecified)	0.8	0.9	8.9	-3.4	5.4	0.7	4.3	18.9	-5.5
O=C(Nc1cccc(-c2nnc(-c3ccco3)o2)c1)C(c1ccccc1)c1ccccc1	-5.2	3.0	14.4	3.9	5.8	17.3	5.7	-8.0	3.6
CC1(C)CC(=O)C(C(=S)Nc2ccccc2)=C(NC2CC(C)(C)NC(C)(C)C2)C1	2.7	-1.1	10.6	4.2	1.2	24.4	15.2	-45.0	-2.4
Cc1ccc(NC(=S)NNC(=O)c2cccc([N+](=O)[O-])c2)cc1Cl	-4.8	-1.8	12.1	1.1	x	-2.7	0.1	-29.2	13.3
CC(C)Cn1c(-c2ccccc2F)n[nH]c1=S	8.2	4.0	15.1	2.5	6.4	0.1	5.0	10.1	-19.1
Fc1ccc(-c2nc3ccccn3c2NCc2ccc3c(c2)OCO3)cc1	-3.9	1.0	1.2	2.2	10.6	13.1	7.1	-29.1	-12.1
O=C1N/C(=C/c2ccc(N3CCCC3)cc2)C(=O)N1c1ccccc1	1.2	-1.0	8.4	3.3	-5.5	-15.7	6.4	-32.0	0.7
OCCNc1ncnc2c1sc1nc(N3CCOCC3)c3c(c12)CCC3	18.5	0.6	7.8	1.7	3.7	5.9	-3.0	-17.4	-22.0
O=C(O)C1SCCN1S(=O)(=O)c1ccc2ccccc2c1 (stereo unspecified)	1.4	-1.0	7.2	-3.0	4.8	-17.4	-19.6	-3.7	-13.3
Cc1cc(C)nc(Sc2ccc(/C=C(\C#N)C(N)=O)o2)n1	-4.0	1.3	11.6	1.4	4.6	11.6	17.6	-15.5	0.4
O=C(NCc1ccc(N2CCCC2=O)cc1)c1cccc(Cl)c1	0.7	0.1	10.2	2.6	6.6	6.7	7.9	-14.0	-4.7
O=C(NCc1ccccc1)c1ccc(N2C(=O)C3CCCCC3C2=O)cc1 (stereo unspecified)	-2.1	-4.2	6.3	-1.0	0.8	-2.5	-8.8	17.8	-14.3
O=C(NC1CC2CCCC(C1)N2CC(=O)N1CCCc2ccccc21)C1CCCCC1 (stereo unspecified)	2.6	2.8	8.6&9.8	-5.5	5.2	-23.5	-19.3	4.0&-37.5	-23.5
COC(=O)CN(n1cnnc1)S(=O)(=O)c1ccc(C)cc1	3.3	-0.8	13.2	1.5	1.0	-7.5	1.2	34.1	-1.2
Cc1cc(C)nc(SCC(=O)Nc2ncc(Cc3ccc(Cl)c(Cl)c3)s2)n1	0.3	0.4	9.1	3.3	3.0	-1.7	-12.4	30.7	-5.6
Cc1ccc(P(=O)(OCCN2CCOCC2)C(C)(C)C)o1 (stereo unspecified)	1.4	0.2	7.1	5.0	-2.5	6.7	-14.8	-12.0	-6.8
COC(=O)N/N=C/c1ccc(-c2ccc(Cl)c(Cl)c2)o1	1.2	-0.9	10.3	0.3	16.9	-68.8	-9.3	-16.4	-9.3
O=C(NCCn1cccc1)c1cccc2ccccc12	1.4	0.3	9.0	-1.8	2.5	-6.2	-16.4	13.5	7.6
C=C(C)C1CC=C(C)/C(=N/NC(=O)CCCNc2cccc(C)c2)C1 (stereo unspecified)	1.0	0.6	10.8	0.8	4.0	-6.1	-10.8	1.4	1.4
O=C(CCS(=O)(=O)Cc1ccccc1)NCc1ccco1	11.8	-0.5	7.3	2.8	-1.4	-11.3	-11.7	4.3	-5.9
COc1cc(/C=C(\C#N)c2nc3ccccc3s2)ccc1OCC(=O)Nc1ccccc1	-0.3	1.8	10.3	2.2	-0.1	-7.2	9.1	-8.3	-11.3
COC(=O)/C=C/C(=O)NCc1ccco1	0.2	1.8	13.9	3.5	4.2	19.8	13.5	10.5	-6.9
CCOc1ccc(NC(=O)N2CCC(c3nc4ccccc4[nH]3)CC2)cc1	-5.3	-0.6	2.2	1.7	-3.3	-2.7	-20.5	-4.7	2.0
COc1ccc(N(C(=O)C(C)C)S(=O)(=O)c2cccc([N+](=O)[O-])c2)cc1	-4.8	0.9	9.0	-2.6	6.8	-4.2	-1.2	36.2	-8.0

# Reprinted from the part before: 4 entries, followed by the next part.
structure	eIF4E-4G inh	S1P4 ag	PGE2 EP2 inh	p97 inhibitor	NPY Y1 blocker	NPY1 pot ag	NPY2 pot ag	EP2 mod	S1P4 antagonist
COc1cc(/C=C(\C#N)c2nc3ccccc3s2)ccc1OCC(=O)Nc1ccccc1	-0.3	1.8	10.3	2.2	-0.1	-7.2	9.1	-8.3	-11.3
COC(=O)/C=C/C(=O)NCc1ccco1	0.2	1.8	13.9	3.5	4.2	19.8	13.5	10.5	-6.9
CCOc1ccc(NC(=O)N2CCC(c3nc4ccccc4[nH]3)CC2)cc1	-5.3	-0.6	2.2	1.7	-3.3	-2.7	-20.5	-4.7	2.0
COc1ccc(N(C(=O)C(C)C)S(=O)(=O)c2cccc([N+](=O)[O-])c2)cc1	-4.8	0.9	9.0	-2.6	6.8	-4.2	-1.2	36.2	-8.0
COc1ccc(/C(O)=C2\C(=O)C(=O)N(c3cc(C)on3)C2c2ccc(OC)c(OC)c2)cc1OC (stereo unspecified)	-0.3	0.2	7.7	3.5	6.0	5.7	4.4	29.8	-2.1
Cc1ccc2c(c1)N(CC(=O)N1CCc3ccccc3C1)C(=O)CO2	-6.0	1.2	7.6	4.7	3.9	3.9	8.0	-35.3	-10.7
COc1ccc2c(c1)CCCC21SC(NC(C)=O)=NN1C(C)=O (stereo unspecified)	0.5	2.6	14.0	3.0	0.5	-12.2	13.3	-3.5	-11.5
O=C(COC(=O)c1n[nH]c(=O)c2ccccc12)c1ccc(Br)cc1	-3.7	2.4	10.0	8.6	5.7	-1.8	-6.9	5.0	-39.6
CCOC(=O)N1CCN(C(=O)c2ccc(CS(=O)(=O)c3c(Cl)cccc3Cl)o2)CC1	-1.0[fluorescence artefact?]	0.5	23.8	1.3	1.5	4.2	5.1	-26.7	-2.1
Cc1ccc(Nc2nnc(SCC(=O)NC3CCS(=O)(=O)C3)s2)c(C)c1 (stereo unspecified)	3.6	1.2	5.2	5.7	1.8	-3.3	2.9	18.9	-10.8
CC1(C)Cc2cccc(OCC(=O)N3CCN(c4ccccc4)CC3)c2O1	5.6[fluorescence artefact?]	-0.7	6.4	-7.2	-2.9	9.5	1.9	11.3	-7.2
COc1ccccc1CN1C[C@@H]2C[C@@H](c3ccc(C)c(C)c3)N3CCC[C@@]23C1=O	2.0	-1.6	7.5	2.4	10.3	-0.7	-2.9	7.4	-13.0
O=c1[nH]c(SCCOc2ccccc2F)nc2ccccc12	0.1	0.4	8.5	2.5	2.4	-7.2	-15.4	-4.2	-28.1
COc1cc(-c2nc(-c3ccc4c(c3)-c3ccccc3S4(=O)=O)c(-c3ccccc3)[nH]2)cc(OC)c1OC	4.5[fluorescence artefact?]	1.3	13.1	4.8	9.6	12.8	26.3	-9.8	12.9
Cc1cc(C)nc(NS(=O)(=O)c2ccc(N3C(=O)C4C5C=CC(C5)C4C3=O)cc2)n1 (stereo unspecified)	-1.2	1.2	3.2	-4.2	0.5	-18.1	4.2	7.2	-16.4
Cc1ccc(-c2noc(N=O)c2NO)cc1	1.6	0.0	6.0	2.7	x	10.3	19.6	12.2	-3.3
COc1ccccc1NC(=O)CN1C(=O)C(C)Oc2ccccc21 (stereo unspecified)	-1.7	-0.9	7.7	-2.2	2.1	-9.5	0.6	-34.3	2.5
Clc1ccc2oc(-c3ccccc3)nc2c1	-10.4[fluorescence artefact?]	-2.1	6.4	-9.2	-0.8	-3.1	-5.1	-11.5	-8.5
O=C(O)CCC(=O)Nc1ccc(Oc2ncnc3cc(Cl)ccc23)nc1	-2.8	-1.1	8.2	7.9	x	15.8	-17.5	-11.5	18.2
CC1CCc2nc(NC(=O)CN3CCN(c4ccc(F)cc4)CC3)sc2C1 (stereo unspecified)	3.5	1.5	6.3	1.7	10.2	-37.4	-12.2	-8.2	-6.5
Clc1ccc(SCNc2ccccc2Cl)cc1	-9.6	-0.3	1.5	-1.6	x	8.1	6.7	13.2	-14.2
O=C(NCCc1ccccc1)Nc1ccc(Cl)cc1	-2.5[fluorescence artefact?]	-1.0	9.9	-1.8	-1.6	-20.1	-1.0	-76.9	-3.4
COc1ccc(-n2c(C)n[nH]c2=O)cc1OC	3.6	-0.2	8.3	-0.3	-2.3	-17.2	1.0	0.0	-5.5
CCN(CC)CCNC(=O)Cc1c(C(=O)O)n(C)c2ccccc12	-2.0	0.3	18.2	-3.5	4.5	16.0	-15.8	-17.5	-8.2
Cc1c(Br)cc(C(=O)NCCCN2CCOCC2)c(C)c1C	2.4[fluorescence artefact?]	0.2	14.0	0.1	4.7	-3.5	-6.2	19.1	8.2
Cn1cc(C(=O)N/N=C/c2ccc3c(c2)OCO3)c2ccccc21	2.5	-0.9	8.3	-0.8	x	-0.7	-21.7	-29.4	2.8
O=[N+]([O-])c1ccccc1OCCCN1CCOCC1	0.8	-0.6	10.4	4.6	3.1	0.8	8.7	-10.9	13.0
Cc1c(N=Nc2ccc(N(C)C)cc2)c(=O)n(-c2ccccc2)n1C	11.6	0.4	6.2	1.9	-0.1	1.4	-2.8	-43.3	3.7
C/C(Cl)=C/CSc1nc2c(c(=O)[nH]c(=O)n2C)n1C(C)C	2.9	0.4	11.7	-4.7	1.2	-4.7	-5.2	9.2	-34.2
CCCCCC1CC(CC(=O)NC(=S)Nc2ccc([N+](=O)[O-])cc2)C(=O)O1 (stereo unspecified)	4.1	0.7	11.3	-8.0	0.1	-54.6	-10.8	0.5	-4.9

# This is a subset. The share of hits here may be higher or lower than overall.
